Assay outcomes deposited in PubChem BioAssay by The Scripps Research Institute Molecular Screening Center.
FXN GAA850 act: activators of GAA850 frataxin (FXN) promoter. HEK293 lucGAA850 FXN promoter luciferase reporter, 24 h; percent of 10 µM SAHA response. activation, % at 6 µM. actives 0.56% (n = 360,000);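 active = activation above the average of all compounds screened plus 3 SD, cutoff fixed separately per campaign, cut at about 7.5% in these data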;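 note: 0% = DMSO wells and 100% = 10 µM SAHA wells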
HGIII-sPLA2 inh: Inhibits HGIII-sPLA2 liposome hydrolysis, primary screen | QFRET BODIPY PC-A2 liposome hydrolysis, fluorescence | inhibition, % at 12.2 µM | actives 0.56% (n = 370,000) | Q9NZ20;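 active = inhibition above mean plus 3 SD of compounds lying within the high and low control bounds, cut at about 19% in these data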;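 note: 0% = median of test compound wells and 100% = no enzyme DMSO wells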
DAX1 inh-1: NR0B1 (DAX1) inhibition. P51843. HEK293 Gal4-DAX1 luciferase reporter, luminescence. inhibition, % at 6.75 µM. actives 0.99% (n = 340,000). AID 504766;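 active = inhibition above the mean over all tested compounds plus 3 SD, cut at about 4.2% in these data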;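 note: 0% = DAX1-transfected cells with DMSO and 100% = empty-vector control cells with DMSO; inhibition shows as a rise in luminescence from relieved DAX1 repression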
Target sequence (P51843 207-470 limits assumed): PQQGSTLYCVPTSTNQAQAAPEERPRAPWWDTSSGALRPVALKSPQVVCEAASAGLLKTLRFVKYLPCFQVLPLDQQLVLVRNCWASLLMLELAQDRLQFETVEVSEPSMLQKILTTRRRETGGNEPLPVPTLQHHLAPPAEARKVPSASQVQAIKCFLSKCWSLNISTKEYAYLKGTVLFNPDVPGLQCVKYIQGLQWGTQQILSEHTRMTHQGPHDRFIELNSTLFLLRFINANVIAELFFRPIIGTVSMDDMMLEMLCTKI
PLC-gamma1 inh: inhibitors of human phospholipase C gamma1; actives 0.84% (n = 370,000); inhibition, % at 12.2 µM; purified PLC-gamma1, fluorogenic substrate, fluorescence; P19174; in the data active = inhibition above about 9.5%
hgDAF-12 ag: activates the H. glycines DAF-12 receptor ligand-binding domain; HEK293 GAL4-hgDAF12 UAS-luciferase reporter, agonist luminescence; normalized to butyrate control; activation, % at 6.8 µM; actives 1.8% (n = 370,000); AID 687014;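 active = activation above a cutoff set at the mean of all screened compounds plus 3 SD, cut at about 10% in these data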;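 note: 0% = DMSO wells and 100% = sodium butyrate wells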
PLC-beta3 inh: blocks human PLC-beta3 enzyme activity | Q01970 | Purified PLC-beta3, fluorogenic substrate, fluorescence | inhibition, % at 12.2 µM | actives 0.18% (n = 370,000) | AID 720704; in the data active = inhibition above about 11%;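 note: 0% = median of compound wells on plate and 100% = full blocker control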
hcDAF12 agonist: H. contortus DAF-12 activation, primary screen; HEK293 hcDAF-12 lit1-tk-luc reporter, luminescence; 0% DMSO, 100% Δ7-dafachronic acid; activation, % at 6.8 µM; actives 1.4% (n = 370,000);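 active = activation above the mean of all tested compounds plus 3 SD, cut at about 5.5% in these data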;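 note: 100% = response to 3 µM Δ7-dafachronic acid high control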
DAX1 inh-2: blocks DAX1 repression of SF-1 activated StAR promoter; inhibition, % at 6.8 µM; actives 1.1% (n = 370,000); AID 652010; HEK293T StAR-luciferase reporter, SF-1/DAX-1 repression relief;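 active = inhibition above the mean over all tested compounds plus 3 SD, cut at about 3.6% in these data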;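 note: 0% = DAX-1 cells with DMSO and 100% = cells lacking DAX-1 with DMSO; higher inhibition means more luminescence from relief of DAX-1 repression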
ssDAF12 agonist: S. stercoralis DAF-12 activation, primary screen; HEK293 ssDAF-12/GRIP1 lit1-tk-luc reporter, luminescence; % of 3 µM dafachronic acid response; activation, % at 6.8 µM; actives 1% (n = 370,000);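 active = activation above the mean over all tested compounds plus 3 SD, cut at about 0.9% in these data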;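 note: 0% = DMSO-only wells and 100% = 3 µM delta7-dafachronic acid wells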
ADAM17 inh: inhibitors of human ADAM17 | P78536 | recombinant ADAM17, EDANS/DABCYL FRET peptide cleavage | inhibition, % at 6.95 µM | actives 0.83% (n = 370,000) | AID 720648;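 active = inhibition above the mean of compounds lying between control limits plus 3 SD, set per campaign, cut at about 8.5% in these data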;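 note: 0% = DMSO-only wells as the low control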
ADAM10 inh: ADAM10 inhibition, QFRET primary screen. actives 0.62% (n = 370,000). recombinant ADAM10, EDANS/DABCYL FRET peptide cleavage, 3 h. inhibition, % at 7 µM. O14672;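 active = inhibition above a per-campaign cutoff equal to the mean of compounds falling between control-based bounds plus 3 SD, cut at about 20% in these data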;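 note: 0% = DMSO wells while the 100% control is not disclosed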
Target sequence (O14672 214-748 limits assumed): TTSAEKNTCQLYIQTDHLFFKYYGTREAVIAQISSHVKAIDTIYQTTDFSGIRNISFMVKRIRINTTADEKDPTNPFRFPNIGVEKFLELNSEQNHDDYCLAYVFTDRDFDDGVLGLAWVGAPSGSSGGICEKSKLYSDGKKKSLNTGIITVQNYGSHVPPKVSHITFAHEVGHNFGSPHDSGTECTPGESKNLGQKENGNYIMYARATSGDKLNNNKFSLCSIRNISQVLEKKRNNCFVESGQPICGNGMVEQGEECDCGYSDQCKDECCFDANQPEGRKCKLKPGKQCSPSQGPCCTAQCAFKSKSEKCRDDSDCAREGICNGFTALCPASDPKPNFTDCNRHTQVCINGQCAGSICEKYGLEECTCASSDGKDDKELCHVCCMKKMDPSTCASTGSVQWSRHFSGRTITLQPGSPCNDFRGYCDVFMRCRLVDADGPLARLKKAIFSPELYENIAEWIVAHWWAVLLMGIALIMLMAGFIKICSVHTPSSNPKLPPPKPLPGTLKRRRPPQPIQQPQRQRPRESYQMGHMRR
Starred values were filed as active, the others as inactive.

For CC1CN(C(=O)c2ccccc2OCc2ccc(Cl)cc2Cl)CC(C)O1 (configuration not stated) the results were FXN GAA850 act -1.6, HGIII-sPLA2 inh 0, DAX1 inh-1 -0.2, PLC-gamma1 inh 1, hgDAF-12 ag 0.3, PLC-beta3 inh -5, hcDAF12 agonist -1.4, DAX1 inh-2 -2.3, ssDAF12 agonist -1.7, ADAM17 inh -3 and ADAM10 inh -3.
`Cc1c(Cl)cccc1NC(=O)CNC(=O)CCS(=O)(=O)c1ccc(F)cc1` gave FXN GAA850 act -1.1, HGIII-sPLA2 inh 7, DAX1 inh-1 0.4, PLC-gamma1 inh -1, hgDAF-12 ag -2.3, PLC-beta3 inh -16, hcDAF12 agonist -0.4, DAX1 inh-2 -1.8, ssDAF12 agonist -0.4, ADAM17 inh 1 and ADAM10 inh -9.
CCn1c(CNc2nc3ccccc3n2C(C)C)nc2ccccc21 was read as FXN GAA850 act -0.7, HGIII-sPLA2 inh 5, DAX1 inh-1 -1.5, PLC-gamma1 inh 1, hgDAF-12 ag -0.7, PLC-beta3 inh 1, hcDAF12 agonist -2.1, DAX1 inh-2 0.3, ssDAF12 agonist -1.3, ADAM17 inh 2 and ADAM10 inh -4.
Cc1cc(C)nc(NC(=S)NC(=O)c2ccccc2)n1 was read as FXN GAA850 act 3.6, HGIII-sPLA2 inh 5, DAX1 inh-1 1.7, PLC-gamma1 inh 1, hgDAF-12 ag 0.9, PLC-beta3 inh -4, hcDAF12 agonist -0.5, DAX1 inh-2 0.3, ssDAF12 agonist 0.2, ADAM17 inh -5 and ADAM10 inh 4.
For CCc1nnc(NC(=O)C2CCCN2C(=O)Nc2ccc(C)cc2)s1 (configuration not stated) the results were FXN GAA850 act 0.7, HGIII-sPLA2 inh 2, DAX1 inh-1 -0.5, PLC-gamma1 inh 1, hgDAF-12 ag -1.7, PLC-beta3 inh -6, hcDAF12 agonist 2.2, DAX1 inh-2 -0.1, ssDAF12 agonist -1.2, ADAM17 inh -3 and ADAM10 inh -2.
`CC(C)Oc1ccccc1NC(=O)CSc1nccn1C` gave FXN GAA850 act -1.0, HGIII-sPLA2 inh -2, DAX1 inh-1 0.1, PLC-gamma1 inh 2, hgDAF-12 ag -1.6, PLC-beta3 inh -4, hcDAF12 agonist -1.1, DAX1 inh-2 0.0, ssDAF12 agonist 0.1, ADAM17 inh -1 and ADAM10 inh 0.
For COc1ccc(CCNC2=CC(=O)CC(C)(C)C2)cc1 the results were FXN GAA850 act 0.5, HGIII-sPLA2 inh -7, DAX1 inh-1 0.5, PLC-gamma1 inh 1, hgDAF-12 ag 0.3, PLC-beta3 inh -2, hcDAF12 agonist -0.4, DAX1 inh-2 -0.2, ssDAF12 agonist -0.6, ADAM17 inh -1 and ADAM10 inh -2.
`COc1ccc(C2=NCCn3nc4cc(OC)ccc4c32)cc1` gave FXN GAA850 act 3.5, HGIII-sPLA2 inh -2, DAX1 inh-1 -0.8, PLC-gamma1 inh -85, hgDAF-12 ag 3.0, PLC-beta3 inh -128, hcDAF12 agonist 3.5, DAX1 inh-2 0.4, ssDAF12 agonist 0.1, ADAM17 inh -2 and ADAM10 inh -7.
Screening COc1ccc(-c2cc3nc[nH]c(=O)c3s2)cc1 returned FXN GAA850 act 1.1, HGIII-sPLA2 inh -10, DAX1 inh-1 -1.3, PLC-gamma1 inh -152, hgDAF-12 ag 11*, PLC-beta3 inh -199, hcDAF12 agonist 0.7, DAX1 inh-2 1.2, ssDAF12 agonist -0.2, ADAM17 inh inactive and ADAM10 inh inactive.
Screening CCn1c(O)c(C#N)c(C)cc1=O returned FXN GAA850 act -0.9, HGIII-sPLA2 inh 3, DAX1 inh-1 0.7, PLC-gamma1 inh -10, hgDAF-12 ag -0.5, PLC-beta3 inh -15, hcDAF12 agonist -0.8, DAX1 inh-2 0.6, ssDAF12 agonist -1.8, ADAM17 inh -9 and ADAM10 inh -18.
Screening Cc1ccsc1/C=N/NC(=O)c1sccc1C returned FXN GAA850 act 4.3, HGIII-sPLA2 inh 0, DAX1 inh-1 3.0, PLC-gamma1 inh 0, hgDAF-12 ag 13*, PLC-beta3 inh -1, hcDAF12 agonist 7.2*, DAX1 inh-2 3.7*, ssDAF12 agonist 1.6*, ADAM17 inh 1 and ADAM10 inh 3.
COc1ccc(/C=N/NC(=O)CCN2CCCCC2c2cccnc2)cc1Cn1cc([N+](=O)[O-])cn1 (configuration not stated) was read as FXN GAA850 act 1.0, HGIII-sPLA2 inh -5, DAX1 inh-1 -1.2, PLC-gamma1 inh -1, hgDAF-12 ag -0.1, PLC-beta3 inh -4, hcDAF12 agonist -1.7, DAX1 inh-2 0.1, ssDAF12 agonist -1.9, ADAM17 inh 1 and ADAM10 inh 8.
For O=C(COC(=O)/C=C/c1ccco1)NCc1ccco1 the results were FXN GAA850 act -0.2, HGIII-sPLA2 inh 3, DAX1 inh-1 0.8, PLC-gamma1 inh 1, hgDAF-12 ag -1.1, PLC-beta3 inh -7, hcDAF12 agonist -1.4, DAX1 inh-2 -0.3, ssDAF12 agonist -2.2, ADAM17 inh -2 and ADAM10 inh -14.
For COC(=O)c1c(C)[nH]c(C(=O)C(C)OC(=O)c2cc(C)oc2C)c1C (configuration not stated) the results were FXN GAA850 act 0.2, HGIII-sPLA2 inh 1, DAX1 inh-1 -0.4, PLC-gamma1 inh -11, hgDAF-12 ag -3.2, PLC-beta3 inh -10, hcDAF12 agonist -4.6, DAX1 inh-2 -3.5, ssDAF12 agonist -1.5, ADAM17 inh -6 and ADAM10 inh -6.
Screening Cc1ccc(S(=O)(=O)N2C[C@H]3C(=O)C[C@@H](c4ccccc4)N(S(=O)(=O)c4cccc(C)c4)[C@H]3C[C@H]2c2ccccc2)cc1 returned HGIII-sPLA2 inh -6, PLC-gamma1 inh 1, hgDAF-12 ag -1.1, PLC-beta3 inh -4, hcDAF12 agonist -0.8, DAX1 inh-2 0.0, ssDAF12 agonist -0.9, ADAM17 inh 4 and ADAM10 inh -7.
`COc1c2c(cc3oc(C)cc(=O)c13)OC(C(C)(C)OC1OC(CO)C(O)C(O)C1O)C2` (configuration not stated) gave FXN GAA850 act 3.3, HGIII-sPLA2 inh 7, DAX1 inh-1 0.5, PLC-gamma1 inh -13, hgDAF-12 ag 1.8, PLC-beta3 inh -18, hcDAF12 agonist -0.6, DAX1 inh-2 0.4, ssDAF12 agonist -1.0, ADAM17 inh -20 and ADAM10 inh -59.
For CCOc1ccc(NC(=O)c2ccc(CSc3nnnn3C)cc2)cc1 the results were FXN GAA850 act 6.0, HGIII-sPLA2 inh 3, DAX1 inh-1 -1.3, PLC-gamma1 inh 0, hgDAF-12 ag 4.4, PLC-beta3 inh 3, hcDAF12 agonist -0.5, DAX1 inh-2 0.7, ssDAF12 agonist -1.1, ADAM17 inh -2 and ADAM10 inh 8.
For CCn1c(SCC(=O)Nc2ccc3[nH]c(=O)[nH]c3c2)nc2ccccc21 the results were FXN GAA850 act 4.6, HGIII-sPLA2 inh 2, DAX1 inh-1 0.1, PLC-gamma1 inh 0, hgDAF-12 ag 2.3, PLC-beta3 inh -12, hcDAF12 agonist 4.5, DAX1 inh-2 -0.2, ssDAF12 agonist -0.1, ADAM17 inh -5 and ADAM10 inh -9.
Screening O=C(/C=C/c1ccc(Cl)cc1)NCCCN1CCOCC1 returned FXN GAA850 act 1.2, HGIII-sPLA2 inh 3, DAX1 inh-1 0.9, PLC-gamma1 inh 3, hgDAF-12 ag -2.0, PLC-beta3 inh -4, hcDAF12 agonist -1.8, DAX1 inh-2 0.0, ssDAF12 agonist -0.7, ADAM17 inh 1 and ADAM10 inh 10.
`CCC(=O)Nc1ccc(NC(=S)Nc2ccccc2)cc1` gave FXN GAA850 act 1.4, HGIII-sPLA2 inh 6, DAX1 inh-1 1.2, PLC-gamma1 inh 4, hgDAF-12 ag 0.8, PLC-beta3 inh 4, hcDAF12 agonist -2.2, DAX1 inh-2 0.4, ssDAF12 agonist -1.1, ADAM17 inh 0 and ADAM10 inh 4.
Screening Cc1[nH]c2ccccc2c1/C=N/NC(=O)c1cc(-c2ccncc2)nc2ccccc12 returned FXN GAA850 act -6.3, HGIII-sPLA2 inh -27, DAX1 inh-1 -0.4, PLC-gamma1 inh 2, hgDAF-12 ag -0.6, PLC-beta3 inh -3, hcDAF12 agonist -1.0, DAX1 inh-2 -4.0, ssDAF12 agonist 0.3, ADAM17 inh -7 and ADAM10 inh 16.
For CC1CCN(C(=O)c2cc3ccccc3o2)CC1 the results were FXN GAA850 act 4.9, HGIII-sPLA2 inh -2, DAX1 inh-1 1.5, PLC-gamma1 inh 0, hgDAF-12 ag 6.0, PLC-beta3 inh 1, hcDAF12 agonist 3.6, DAX1 inh-2 1.8, ssDAF12 agonist -0.7, ADAM17 inh -2 and ADAM10 inh 6.
O=C(CCN1C(=O)c2cccc3cccc(c23)C1=O)NCc1ccco1 was read as FXN GAA850 act 1.1, HGIII-sPLA2 inh 5, DAX1 inh-1 -0.7, PLC-gamma1 inh -11, hgDAF-12 ag -3.2, PLC-beta3 inh -19, hcDAF12 agonist 2.8, DAX1 inh-2 -0.3, ssDAF12 agonist -0.4, ADAM17 inh -31 and ADAM10 inh -93.
Screening COc1cccc(OCc2cc(C(=O)N(C)CCC3CCCCO3)no2)c1 (configuration not stated) returned FXN GAA850 act 3.0, HGIII-sPLA2 inh -6, DAX1 inh-1 3.0, PLC-gamma1 inh 3, hgDAF-12 ag 3.8, PLC-beta3 inh -6, hcDAF12 agonist 0.4, DAX1 inh-2 0.8, ssDAF12 agonist -0.8, ADAM17 inh 1 and ADAM10 inh 0.
Screening O=Cc1ccc([B-](F)(F)F)s1 returned FXN GAA850 act -0.4, HGIII-sPLA2 inh -3, DAX1 inh-1 0.4, PLC-gamma1 inh 2, hgDAF-12 ag -0.3, PLC-beta3 inh 1, hcDAF12 agonist -0.4, DAX1 inh-2 0.3, ssDAF12 agonist -0.7, ADAM17 inh -3 and ADAM10 inh -3.
`Cc1cccc(OCCCn2c(CCNC(=O)C(C)C)nc3ccccc32)c1` gave FXN GAA850 act -0.7, HGIII-sPLA2 inh -10, DAX1 inh-1 -2.0, PLC-gamma1 inh 2, hgDAF-12 ag -2.3, PLC-beta3 inh 2, hcDAF12 agonist -1.6, DAX1 inh-2 -0.6, ssDAF12 agonist -1.6, ADAM17 inh 0 and ADAM10 inh -6.
`COCCNC(=O)CCc1nc2cccnc2n1Cc1ccc(OC)cc1` gave FXN GAA850 act -0.5, HGIII-sPLA2 inh -3, DAX1 inh-1 -0.4, PLC-gamma1 inh 2, hgDAF-12 ag 0.0, PLC-beta3 inh 0, hcDAF12 agonist -0.5, DAX1 inh-2 -0.2, ssDAF12 agonist -1.1, ADAM17 inh 1 and ADAM10 inh 4.
